Screening results: PubChem BioAssay, several laboratories
V-ATPase pH = alters yeast V-ATPase proton transport. S. cerevisiae, pHLuorin cytosolic pH fluorescence. AID 504577. response, % at 10 µM. 350,000 compounds, 0.37% hits; in the data active = response mostly above about 7.3%, no sharp cut-off; inactive = mostly below about 5.4%; note: actives read high; inactives centre near 0; some compounds called inactive have numbers as strong as hits; reference of the scale not given here
OPRM1-OPRD1 ag = OPRM1-OPRD1 heterodimerization agonism. P35372+P41143. cells, luminescence. activation, % at 9.3 µM. 340,000 compounds, 0.3% hits. AID 504326; in the data active = activation above about 18%;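 note: 0% = vehicle-treated cells and 100% = reference agonist; values of inactives mirror those of a sister screen read the other way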
Target sequence (P35372 whole entry, looked up): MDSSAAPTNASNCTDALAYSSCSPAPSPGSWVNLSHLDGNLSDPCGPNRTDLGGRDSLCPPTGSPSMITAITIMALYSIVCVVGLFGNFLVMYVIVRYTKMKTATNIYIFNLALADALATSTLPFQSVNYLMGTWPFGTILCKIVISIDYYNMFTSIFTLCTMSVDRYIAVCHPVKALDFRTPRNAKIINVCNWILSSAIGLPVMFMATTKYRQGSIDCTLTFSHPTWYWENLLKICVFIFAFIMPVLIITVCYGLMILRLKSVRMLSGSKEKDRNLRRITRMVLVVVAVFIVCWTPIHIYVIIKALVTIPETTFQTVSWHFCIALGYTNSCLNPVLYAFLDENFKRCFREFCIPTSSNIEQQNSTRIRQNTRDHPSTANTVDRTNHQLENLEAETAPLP
Target sequence (P41143 whole entry, looked up): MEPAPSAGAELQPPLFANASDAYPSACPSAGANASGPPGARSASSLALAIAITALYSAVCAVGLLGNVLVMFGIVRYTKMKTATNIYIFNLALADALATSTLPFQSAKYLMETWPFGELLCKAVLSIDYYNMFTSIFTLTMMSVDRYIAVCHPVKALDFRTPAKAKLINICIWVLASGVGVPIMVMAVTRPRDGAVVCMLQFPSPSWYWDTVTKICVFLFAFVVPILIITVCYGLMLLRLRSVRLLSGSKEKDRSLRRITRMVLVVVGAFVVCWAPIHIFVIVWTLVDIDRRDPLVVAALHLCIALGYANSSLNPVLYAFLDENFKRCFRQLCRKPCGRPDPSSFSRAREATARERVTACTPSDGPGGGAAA
Cardiac RTF inh = cardiac RTF calcium desensitization | IANBD-labeled cardiac RTF, Ca2+ fluorescence | inhibition, % at 7.15 µM | 340,000 compounds, 0.12% hits | AID 493244;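 active = inhibition above the mean inhibition of all tested compounds plus 3 SD, cut at about 17% in these data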;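 note: assay run at fixed EC70 calcium of 1.6 mM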
HTR5A inv ag = counter-screen for OPRM1-OPRD1 inverse agonists: human HTR5A inverse agonism. inhibition, % at 9.3 µM. 340,000 compounds, 0.083% hits. P47898. AID 504634. HTR5A cell line, luminescence; in the data active = inhibition mostly above about 23%, no sharp cut-off; inactive = mostly below about 18%;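 note: 0% = cells with DMSO and 100% = no-cell wells with DMSO; some compounds called inactive have numbers as strong as hits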
MOR-DOR inv ag = inverse agonists of human mu-delta opioid receptor heterodimerization; cell-based MOR-DOR heterodimer luminescence, inverse agonism; P35372+P41143; AID 504357; inhibition, % at 9.3 µM; 340,000 compounds, 0.21% hits; in the data active = inhibition above about 22%, passing the limit was not always enough;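 note: 0% = cells with DMSO and 100% = wells without cells with DMSO; values of inactives mirror those of a sister screen read the other way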
Keap1-Nrf2 PPI = inhibitors of human Keap1-Nrf2 protein-protein interaction | AID 504523 | Q14145 | Keap1 Kelch-Nrf2 peptide fluorescence polarization, 1536-well | 340,000 compounds, 0.15% hits | inhibition, % at 9.4 µM; in the data active = inhibition above about 12%;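 note: human Keap1 Kelch domain with fluorescein labeled Nrf2 9mer peptide probe; 0% = neutral control wells and 100% = peptide positive control; higher means more block of Keap1 binding to Nrf2 peptide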
CAL PDZ FP = inhibitors of human CAL PDZ peptide binding | 300,000 compounds, 0.92% hits | purified CAL PDZ, TMR-peptide fluorescence polarization, 1 h | inhibition, % at 24.9 µM;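 active = mean inhibition of at least 30% with at least half of replicates also reaching 30%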;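 note: 0% = DMSO neutral control and 100% = excess unlabeled competitor peptide PRC23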
HTR5A ag ctr = counter-screen for OPRM1-OPRD1 agonists: human HTR5A agonism | activation, % at 9.3 µM | P47898 | HTR5A agonist assay, luminescence, cell-based | 340,000 compounds, 0.61% hits | AID 504692; in the data active = activation mostly above about 9.5%, no sharp cut-off; inactive = mostly below about 7.6%;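 note: 0% = cells with vehicle only and 100% = reference agonist; strong numbers were not always called active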
RTF Ca sens act = increases calcium sensitivity of human cardiac regulated thin filaments; AID 493008; 340,000 compounds, 0.24% hits; IANBD-labeled TnC RTF fluorescence at EC20 calcium; 0% EC20 calcium, 100% full calcium; activation, % at 7.2 µM; P19429+P45379;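 active = activation above the mean over all tested compounds plus 3 SD, cut at about 30% in these data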;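 note: rise in fluorescence read as greater calcium sensitivity of cardiac thin filaments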
C-LANA FP = blocks KSHV LANA C-terminal domain binding to DNA; MBP-C-LANA/FAM-LBS DNA binding, fluorescence polarization; inhibition, % at 9 µM; 340,000 compounds, 0.078% hits; AID 504423;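 active = highest replicate inhibition at or above 60% at 9 µM, even if other replicates fall short; inactive = all replicates below 60% inhibition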;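 note: 0% = neutral control wells and 100% = 4 µM acridine orange control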
* hit, by the source's call; nt = no result given.

SMILES	V-ATPase pH	OPRM1-OPRD1 ag	Cardiac RTF inh	HTR5A inv ag	MOR-DOR inv ag	Keap1-Nrf2 PPI	CAL PDZ FP	HTR5A ag ctr	RTF Ca sens act	C-LANA FP
COc1cc(C(=O)OCC(=O)N(CC(C)C)C2CCS(=O)(=O)C2)cc(OC)c1C (configuration not stated)	1	-1.8	0	13	7	-5	nt	5	-1	0.5
O=C(N1CCOCC1)N(Cc1ccco1)CC1CCCO1 (configuration not stated)	0	-1.7	-7	12	8	-1	nt	0	-6	-0.6
COc1ccc(NS(=O)(=O)c2ccc(-c3coc(C)n3)cc2)cc1	-5	0.1	-3	-22	0	4	5	1	-4	1.3
CCCCCCC(=O)NNC(=O)c1c(O)c2ccccc2n(CC)c1=O	0	0.7	-13	-19	-4	-1	-5	7	8	-0.4
O=C(NC1CCSC1=O)c1cccc(Cl)c1 (configuration not stated)	2	-2.7	1	8	14	-3	-1	-3	4	0.1
Cc1ccc(-c2cc(C(=O)NCc3ccco3)no2)cc1	0	-1.9	-12	24	9	-6	-2	5	7	-0.8
Cc1c(Br)cccc1NC(=O)c1sccc1-n1cccc1	-4	3.4	-6	-9	-17	1	-3	-2	0	-0.6
COC(=O)C(C)Sc1nc2c(cnn2-c2ccccc2)c(=O)[nH]1 (configuration not stated)	-4	0.4	-6	-18	-2	-3	nt	6	9	-1.1
O=C(C1=C(O)C(=O)N(CCN2CCOCC2)C1c1ccncc1)c1ccco1 (configuration not stated)	0	-4.1	-3	17	18	-4	0	-6	0	0.0
O=C(CCNC(=O)C1CCN(S(=O)(=O)c2ccc(F)cc2)CC1)Nc1nccs1	-2	-1.8	3	-15	9	8	-2	10*	-9	-0.8
COC(=O)c1cc(NC(=O)CN(C)C2CCS(=O)(=O)C2)cc(C(=O)OC)c1 (configuration not stated)	0	-2.8	-4	2	14	-1	12	-1	-4	-2.2
Cc1c(C(=O)O/N=C(\N)c2ccccn2)cccc1[N+](=O)[O-]	3	6.6	-8	-17	-33	-4	-3	5	9	1.9
CC1CCCC(NC(=O)COC(=O)[C@@H](NC(=O)c2ccco2)C(C)C)C1C (some centres not stated)	1	-1.7	-11	8	11	-4	-2	-3	-4	-0.3
CCCCCC(=O)Nc1ccc(-c2cn3cccnc3n2)cc1	3	-2.5	-10	-3	12	5	-10	1	4	-19
COc1ccc(OC)c(NC(=O)CSc2nc3[nH]c(=O)cc(O)c3s2)c1	5	-2.5	0	-16	10	0	-3	6	-1	-0.1
Cc1ccccc1S(=O)(=O)NC(=NCc1ccc(F)cc1)c1ccccc1	1	-1.3	-1	2	6	-4	2	0	-6	-1.1
CCN1C(=S)SC(=O)C1=C1C=C(C)OC(C)=C1	1	0.1	-16	-14	0	-8	-3	-1	4	-0.8
CC(=O)N1CCC(Nc2ccc(C)cc2)CC1	-3	-2.1	0	7	11	1	nt	3	-6	0.5
CN(Cc1cccc(Cl)c1)C(=O)C1CSC2(C)CCC(=O)N12 (configuration not stated)	0	-2.1	1	2	11	-7	-1	2	-1	-0.5
Cc1cc(C)n(-c2ccc(NC(=O)C3CCCCN3Cc3cccc4c3OCO4)cc2)n1 (configuration not stated)	-1	5.0	3	9	-27	0	8	2	-4	0.5
CCNc1nc(NCC)n2c(SCc3ccc(F)cc3)nnc2n1	3	1.5	-13	14	-6	1	-4	-6	7	0.0
Oc1ccc(Cl)cc1C1=Nc2ccccc2N=C(c2ccco2)C1	-1	0.7	0	-15	-4	-10	-1	4	9	2.6
Cc1ccc(Nc2nnc(-c3ccc4c(c3)OCO4)o2)c(C)c1	-2	0.4	-3	4	-2	-1	3	-1	-1	2.6
Cc1nnc(NC(=O)C(C)Sc2nnc(-c3ccco3)n2C)s1 (configuration not stated)	2	1.2	-5	-15	-10	-2	nt	1	-6	1.0
CC(=O)Oc1cc2c(C(=O)NCc3ccncc3)c(C)oc2c2ccccc12	-2	2.3	-6	-24	-12	-2	nt	9	-3	0.5
CCOC(=O)c1[nH]ncc1CN1CCCC(C(=O)c2ccc(OC)cc2C)C1 (configuration not stated)	3	-0.2	-21	24	1	2	-4	0	-3	2.2
CCOC(=O)CSc1nnc(COc2cccc(C)c2)o1	-1	nt	nt	nt	nt	-7	-4	nt	nt	-0.2
COc1ccc(S(=O)(=O)Cc2ccc(C(=O)NCc3cccs3)o2)cc1	0	-2.6	-3	-4	13	-4	nt	2	3	0.3
Cc1ccc(-c2nnn(CC(=O)NCc3ccccc3)n2)c(-n2cnnn2)c1	-2	-1.3	2	8	7	-3	1	-3	8	0.6
CN1CCN(S(=O)(=O)c2cccc(C(=O)Nc3cccc([N+](=O)[O-])c3)c2)CC1	-4	-3.1	3	7	17	1	-2	2	-6	-1.3
COc1cc2cnc(-c3ccccc3F)cc2cc1OC	-3	-1.8	-7	5	10	2	-6	4	3	1.1
O=C(NCC(c1ccco1)N1CCCCC1)c1ccc(COc2ccccc2)cc1 (configuration not stated)	-1	0.8	-4	18	-5	1	-7	1	-4	-1.1
O=C(O)c1ccc(NC2=C(Cl)C(=O)c3ccccc3C2=O)cc1	1	11	0	-7	-56	9.3*	-6	3	5	3.7
O=C(O)c1nn(CC(=O)N2CCN(S(=O)(=O)c3ccc(Cl)cc3)CC2)c(=O)c2ccccc12	0	-0.7	-3	-12	4	0	0	4	-5	-1.5
COC(=O)CSc1nnc(COc2ccc3ccccc3c2)o1	3	-2.7	-3	-16	13	0	-3	5	-1	-0.4
CC(=O)c1sc(NC(=O)CCNC(=O)c2ccco2)nc1-c1ccccc1	-2	-3.0	-12	-18	16	2	-11	2	1	-0.6
Cc1ccc(C(=O)NC2CCCCCCC2)cc1S(=O)(=O)N1CCOCC1	3	-0.2	-6	13	1	-4	-2	2	-5	0.4
COC(=O)c1ccc[n+](CCc2c[nH]c3ccccc23)c1	0	-2.2	8	-12	12	-3	1	-2	3	-0.1
CN1CCN(c2ccc(NC(=O)COc3ccc(Cl)cc3Cl)cc2)CC1	6	7.4	0	5	-38	-2	-4	8	0	-0.6
COc1cccc(NC(=O)C2C3CCC4C(CCC32)C4(Cl)Cl)c1 (configuration not stated)	1	1.3	0	13	-7	0	0	1	-4	-1.5

Single records, as listed above. Values in the order: V-ATPase pH, OPRM1-OPRD1 ag, Cardiac RTF inh, HTR5A inv ag, MOR-DOR inv ag, Keap1-Nrf2 PPI, CAL PDZ FP, HTR5A ag ctr, RTF Ca sens act, C-LANA FP
Record of `CC(=O)c1sc(NC(=O)CCNC(=O)c2ccco2)nc1-c1ccccc1` → -2, -3.0, -12, -18, 16, 2, -11, 2, 1, -0.6
Record of `Cc1ccc(C(=O)NC2CCCCCCC2)cc1S(=O)(=O)N1CCOCC1` → 3, -0.2, -6, 13, 1, -4, -2, 2, -5, 0.4
Record of `CCNc1nc(NCC)n2c(SCc3ccc(F)cc3)nnc2n1` → 3, 1.5, -13, 14, -6, 1, -4, -6, 7, 0.0
Record of `Cc1ccc(Nc2nnc(-c3ccc4c(c3)OCO4)o2)c(C)c1` → -2, 0.4, -3, 4, -2, -1, 3, -1, -1, 2.6
Record of `O=C(O)c1nn(CC(=O)N2CCN(S(=O)(=O)c3ccc(Cl)cc3)CC2)c(=O)c2ccccc12` → 0, -0.7, -3, -12, 4, 0, 0, 4, -5, -1.5

More results follow.
SMILES	V-ATPase pH	OPRM1-OPRD1 ag	Cardiac RTF inh	HTR5A inv ag	MOR-DOR inv ag	Keap1-Nrf2 PPI	CAL PDZ FP	HTR5A ag ctr	RTF Ca sens act	C-LANA FP
COC(=O)CCC(=O)OC1(C)C(=O)C=C2C=C(C3CC3)N(CCCOC(C)C)C=C2C1=O (configuration not stated)	-3	-1.8	5	-13	8	-15	0	5	-10	-1.3
CCOC(=O)N1CCN(C(=O)CSc2nnc(Cc3ccccc3)o2)CC1	2	-2.3	-5	2	12	-5	0	-1	13	0.2
CCc1nc2ccccc2n1CCC(=O)O	-2	1.4	12	-14	-9	-2	-4	5	1	-1.0
CCn1nc(C(=O)N2CCc3ccccc32)c2ccccc2c1=O	-2	-0.1	-2	-3	0	1	nt	5	0	-0.8
Cc1cnc(C(=O)NC(Cc2ccccc2)c2ccccc2)cn1 (configuration not stated)	4	-1.8	8	8	10	-3	-1	-3	-7	-0.8
CC(C)n1nc(C(=O)Oc2ccc(Cl)cc2)c2ccccc2c1=O	1	3.6	5	-13	-19	1	-4	-1	-5	0.5
N#C/C(=C/c1ccc2c(c1)OCO2)C(=O)NCCc1c[nH]c2ccccc12	0	-0.4	1	-35	2	-2	nt	8	-3	-2.0
CC(C)n1c(SCC(=O)N2CCCCC2)nc2c1c(=O)n(C)c(=O)n2C	2	-0.1	-25	-8	1	-4	nt	4	-2	-1.0
C=CCNC(=O)c1onc(CSc2cccc(Cl)c2)c1C(=O)O	-4	0.9	-18	-9	-5	-4	-2	3	-2	2.4
O=C(O)CCC(=O)NNc1ccccc1[N+](=O)[O-]	-1	-1.2	-10	9	6	1	6	-3	-1	-0.6
O=C(Cn1cccn1)N1CCCC(Nc2ccc(F)c(F)c2)C1 (configuration not stated)	4	0.5	-7	2	-2	-13	-1	-1	3	0.8
COc1ccc(NC(=S)N/N=C/c2cccn2Cc2ccccc2F)cc1	0	8.3	-11	3	-39	-3	-6	-1	3	-1.2
Cc1ccc2oc3c(SCc4nc5ccccc5[nH]4)nc(C)nc3c2c1	1	0.4	-7	11	-2	-4	-4	-2	24	10.0
CCCCN(C)C(=O)c1cn(CC)c2nc(C)ccc2c1=O	2	-0.4	-3	15	2	-2	-6	5	-7	-0.6
CN(Cc1cccc(-n2cccn2)c1)Cc1cn(C)nc1-c1ccccc1F	-4	-3.9	-9	-18	18	0	0	-2	2	-0.3
N/C(CC(=O)Nc1cc(C(F)(F)F)ccc1Cl)=N\O	-1	-1.0	-3	1	5	-4	1	0	2	-2.3
CN1CCc2c(sc3c2C(=O)NC(c2cccs2)N3)C1 (configuration not stated)	2	-1.0	-36	18	6	-2	-4	1	16	12
CC(C)Oc1ccc(CNC(=O)C2CCCN(S(=O)(=O)N3CCOCC3)C2)cc1 (configuration not stated)	3	-2.4	4	-2	12	-4	0	-3	-6	-2.3
COc1cccc(NC(=O)CN(C)CC(=O)Nc2ccc(Cl)cc2[N+](=O)[O-])c1	2	4.9	4	0	-23	1	-6	0	-1	2.0
CC(NC(=O)CC1SC(N)=NC1=O)c1ccccc1 (configuration not stated)	1	-0.8	-36	2	6	-8	4	-1	-2	-0.6
O=C(C1CCCO1)N1CCN(C(=S)Nc2ccc(Cl)cc2Cl)CC1 (configuration not stated)	17*	-1.3	0	-6	6	2	-3	0	0	-0.6
Clc1ccc(Cn2ncc3c(NCc4cccnc4)ncnc32)cc1	-2	0.8	-16	-44	-5	0	-3	4	2	0.0
COc1ccc(C)cc1NC(=O)CSc1cccc[n+]1[O-]	0	0.0	0	10	0	-4	nt	4	-1	0.4
CCCCn1c(N)c(N(CCOC)C(=O)c2sc3cc(F)ccc3c2Cl)c(=O)[nH]c1=O	1	-0.3	4	-5	2	-3	-4	0	2	0.3
Cc1cc(C)cc(OC(=O)c2cccnc2)c1	4	-2.1	-6	25	10	0	-3	-7	-5	0.4
Cc1ccc(CCNC(=O)C2CCN(S(=O)(=O)N3CCOCC3)CC2)cc1	1	-2.2	-5	-18	11	0	3	0	0	-1.2
CCCC(C(=O)n1nc(C)cc1C)C(NS(=O)(=O)c1ccc(C)cc1)c1ccccc1 (configuration not stated)	0	10	-4	10	-59	-3	-4	-3	1	-1.5
